Bioassay records as filed in PubChem.
NSD2 inh = inhibitors of human NSD2 methyltransferase. O96028. NSD2-SET H3K36me1 DELFIA fluorescence, biochemical. inhibition, % at 12.5 µM. hit rate 0.07% among 44,000. AID 624260; in the data active = inhibition above about 54%, passing the limit was not always enough; inconclusive = no clear call, values can overlap the other calls;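 also: inhibitors reduce the monomethyl H3K36 fluorescence signal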
Target sequence (O96028 whole entry, looked up): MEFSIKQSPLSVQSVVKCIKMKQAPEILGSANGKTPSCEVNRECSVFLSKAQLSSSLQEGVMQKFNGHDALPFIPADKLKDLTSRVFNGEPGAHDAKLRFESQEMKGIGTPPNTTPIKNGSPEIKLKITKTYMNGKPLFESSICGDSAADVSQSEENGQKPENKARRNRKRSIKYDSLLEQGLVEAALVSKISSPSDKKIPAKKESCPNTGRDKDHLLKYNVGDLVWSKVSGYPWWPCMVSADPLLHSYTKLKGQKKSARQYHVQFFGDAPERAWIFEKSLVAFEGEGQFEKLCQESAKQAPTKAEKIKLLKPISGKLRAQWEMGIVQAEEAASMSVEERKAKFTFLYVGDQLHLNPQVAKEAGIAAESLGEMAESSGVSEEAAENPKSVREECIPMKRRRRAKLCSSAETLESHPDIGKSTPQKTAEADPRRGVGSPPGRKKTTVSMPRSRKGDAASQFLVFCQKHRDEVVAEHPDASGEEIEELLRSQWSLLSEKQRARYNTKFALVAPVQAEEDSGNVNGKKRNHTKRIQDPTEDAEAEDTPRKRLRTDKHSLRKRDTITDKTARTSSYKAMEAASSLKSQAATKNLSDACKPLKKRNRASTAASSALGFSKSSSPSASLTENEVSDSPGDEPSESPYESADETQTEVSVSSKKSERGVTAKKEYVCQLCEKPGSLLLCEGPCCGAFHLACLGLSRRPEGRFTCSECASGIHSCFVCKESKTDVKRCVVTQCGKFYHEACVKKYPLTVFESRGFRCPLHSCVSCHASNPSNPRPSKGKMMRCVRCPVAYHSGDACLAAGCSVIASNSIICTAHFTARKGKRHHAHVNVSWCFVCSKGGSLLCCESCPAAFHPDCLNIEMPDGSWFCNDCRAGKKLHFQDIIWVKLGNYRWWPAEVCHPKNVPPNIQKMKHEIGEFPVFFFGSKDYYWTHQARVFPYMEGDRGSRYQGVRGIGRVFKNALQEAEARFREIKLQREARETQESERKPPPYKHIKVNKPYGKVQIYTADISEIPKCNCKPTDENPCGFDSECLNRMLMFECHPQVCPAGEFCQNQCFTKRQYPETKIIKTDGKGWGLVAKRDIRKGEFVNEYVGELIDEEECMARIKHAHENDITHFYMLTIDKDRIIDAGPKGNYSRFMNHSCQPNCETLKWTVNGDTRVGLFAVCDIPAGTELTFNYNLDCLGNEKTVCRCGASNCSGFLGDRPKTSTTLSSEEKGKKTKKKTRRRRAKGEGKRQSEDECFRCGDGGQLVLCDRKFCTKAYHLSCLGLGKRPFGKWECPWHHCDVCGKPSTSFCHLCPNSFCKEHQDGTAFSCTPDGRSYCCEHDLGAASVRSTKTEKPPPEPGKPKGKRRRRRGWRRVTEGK
Active calls of the source: *; & = joins results of further samples. An excerpt; rates above refer to the full screens.

For C[C@@H]1CN([C@H](C)CO)C(=O)c2cc(NC(=O)c3ccncc3)ccc2O[C@@H](C)CCCCO[C@H]1CN(C)C(=O)Nc1cccc2ccccc12 the results were NSD2 inh -13.
For C[C@H](NC(=O)C[C@H]1C[C@@H]2c3cc(NC(=O)C4CCC4)ccc3O[C@@H]2[C@@H](CO)O1)c1ccccc1 the results were NSD2 inh 1.
For CN1CCN(c2nc3cc(C(F)(F)F)ccc3n3cccc23)CC1 the results were NSD2 inh 1.
Screening C[C@@H]1CN([C@H](C)CO)C(=O)c2cc(NC(=O)Cn3cnnn3)ccc2O[C@@H]1CN(C)S(=O)(=O)c1ccccc1 returned NSD2 inh -5.
Screening C[C@@H]1CN([C@@H](C)CO)C(=O)c2cc(N(C)C)ccc2O[C@@H](C)CCCCO[C@@H]1CN(C)Cc1ccccc1 returned NSD2 inh -9.
`COc1ccc(NC(=O)N(C)C[C@@H]2Oc3ncc(C#CC(C)(C)O)cc3C(=O)N([C@H](C)CO)C[C@@H]2C)cc1` gave NSD2 inh 2.
For O=C(O)C1=C[C@@H](c2csc3ccccc23)C[C@@H](OCCCCO)O1 the results were NSD2 inh -5&-11.
Screening Cc1noc(C)c1NC(=O)N(C)C[C@@H]1Oc2ccc(NS(=O)(=O)c3cn(C)cn3)cc2CC(=O)N([C@H](C)CO)C[C@@H]1C returned NSD2 inh 3.
`C/C=C/c1cnc2c(c1)C(=O)N([C@H](C)CO)C[C@@H](C)[C@H](CN(C)C(=O)NCCC)O2` gave NSD2 inh 6.
For C[C@@H]1CN([C@H](C)CO)C(=O)c2cc(NC(=O)c3ccncc3)ccc2O[C@@H](C)CCCCO[C@@H]1CN(C)C(=O)c1ccccc1 the results were NSD2 inh 17.
Screening CCCN(C)C[C@@H]1Oc2cc(-c3ccccc3OC)ccc2S(=O)(=O)N([C@H](C)CO)C[C@@H]1C returned NSD2 inh 0.
`C[C@@H]1CN([C@@H](C)CO)C(=O)Cc2cc(NC(=O)CCN3CCOCC3)ccc2O[C@H]1CN(C)Cc1ccc(-c2ccccc2)cc1` gave NSD2 inh -12.
For C[C@H](CO)N1C[C@H](C)[C@H](CN(C)C(=O)CN(C)C)Oc2cc(-c3cncnc3)ccc2S1(=O)=O the results were NSD2 inh -7.
`Cc1cccc(C)c1OCC(=O)NCc1cccnc1` gave NSD2 inh -6.
C[C@@H]1CN([C@@H](C)CO)S(=O)(=O)c2ccc(-c3ccncc3)cc2O[C@@H]1CN(C)C(=O)Nc1ccc(F)cc1 was read as NSD2 inh -4.
C[C@@H]1CN([C@@H](C)CO)C(=O)Cc2cc(NS(=O)(=O)c3cn(C)cn3)ccc2O[C@@H]1CN(C)S(=O)(=O)c1ccc(Cl)cc1 was read as NSD2 inh 4.
C[C@@H]1CCCCO[C@@H](CN(C)Cc2ccncc2)[C@H](C)CN([C@H](C)CO)C(=O)c2cc(NS(=O)(=O)c3ccc(Cl)cc3)ccc2O1 was read as NSD2 inh 4.
Screening Cc1noc(C)c1NC(=O)Nc1ccc2c(c1)C(=O)N([C@H](C)CO)C[C@H](C)[C@@H](CN(C)S(=O)(=O)c1ccc(F)cc1)O2 returned NSD2 inh -1.
Screening C[C@H](CO)N1C[C@H](C)[C@H](CN(C)Cc2ccc(C(=O)Nc3ccccc3N)cc2)Oc2ccc(NC(=O)Nc3cccc4ccccc34)cc2C1=O returned NSD2 inh -9.
Screening C[C@@H]1CN([C@@H](C)CO)C(=O)Cc2cc(NS(=O)(=O)c3ccc(Cl)cc3)ccc2O[C@@H]1CN(C)C(=O)NC1CCCCC1 returned NSD2 inh 0.

Reprinted from the part before: 2 compounds, followed by the next part.
Screening C[C@H](CO)N1C[C@H](C)[C@H](CN(C)Cc2ccc(C(=O)Nc3ccccc3N)cc2)Oc2ccc(NC(=O)Nc3cccc4ccccc34)cc2C1=O returned NSD2 inh -9.
Screening C[C@@H]1CN([C@@H](C)CO)C(=O)Cc2cc(NS(=O)(=O)c3ccc(Cl)cc3)ccc2O[C@@H]1CN(C)C(=O)NC1CCCCC1 returned NSD2 inh 0.
For COc1ccc(NC(=O)Nc2ccc3c(c2)C(=O)N([C@@H](C)CO)C[C@H](C)[C@H](CN(C)C(=O)C2CCCCC2)OCCCC[C@H](C)O3)cc1 the results were NSD2 inh 4.
Screening O=C(C[C@H]1C[C@@H]2c3cc(NC(=O)C4CCC4)ccc3O[C@@H]2[C@@H](CO)O1)NCc1cccc(F)c1 returned NSD2 inh -3.
Screening Cc1noc(C)c1S(=O)(=O)Nc1ccc2c(c1)C(=O)N([C@H](C)CO)C[C@H](C)[C@H](CN(C)C(=O)Nc1ccc(F)cc1)O2 returned NSD2 inh -5.
Screening C[C@H]1CCCCO[C@H](CN(C)Cc2ccncc2)[C@@H](C)CN([C@@H](C)CO)C(=O)c2cc(NC(=O)Nc3ccccc3)ccc2O1 returned NSD2 inh -9.
Screening C/C=C/c1cnc2c(c1)C(=O)N([C@H](C)CO)C[C@H](C)[C@@H](CN(C)C(=O)Cc1ccccc1)O2 returned NSD2 inh -5.
Screening C[C@H]1CN([C@@H](C)CO)S(=O)(=O)c2ccc(/C=C/c3ccccc3)cc2O[C@@H]1CN(C)Cc1ccccc1 returned NSD2 inh 4.
For C[C@H](CO)N1C[C@H](C)[C@@H](CN(C)C(=O)Nc2ccc(C(F)(F)F)cc2)Oc2ccc(NS(=O)(=O)c3cn(C)cn3)cc2CC1=O the results were NSD2 inh -1.
`C[C@@H]1CCCCO[C@@H](CN(C)CC2CCCCC2)[C@@H](C)CN([C@@H](C)CO)C(=O)c2cc(N(C)C)ccc2O1` gave NSD2 inh -7.
Screening Cc1ccc(S(=O)(=O)Nc2ccc3c(c2)CC(=O)N([C@@H](C)CO)C[C@H](C)[C@H](CN(C)Cc2ccc(C(F)(F)F)cc2)O3)cc1 returned NSD2 inh -5.
For Cc1noc(C)c1S(=O)(=O)Nc1ccc2c(c1)C(=O)N([C@H](C)CO)C[C@@H](C)[C@@H](CN(C)C(=O)Nc1ccccc1)OCCCC[C@@H](C)O2 the results were NSD2 inh 2.
For COc1cc(O)cc(/C=C/c2ccccc2)c1 the results were NSD2 inh 1.
For CC1=C(/C=C/C(C)=C/C=C/C(C)=C\C(=O)O)C(C)(C)CCC1 the results were NSD2 inh -1.
Screening Cc1ccc(S(=O)(=O)Nc2ccc3c(c2)C(=O)N([C@@H](C)CO)C[C@@H](C)[C@@H](CN(C)C(=O)NC(C)C)O3)cc1 returned NSD2 inh 1.
For C[C@H]1CN([C@@H](C)CO)C(=O)c2cccc(NC(=O)Nc3cccc4ccccc34)c2O[C@H]1CN(C)C(=O)Nc1ccc(C(F)(F)F)cc1 the results were NSD2 inh -5.
`CNC[C@H]1Oc2ncc(-c3ccccc3C)cc2C(=O)N([C@@H](C)CO)C[C@@H]1C` gave NSD2 inh 1.
COc1ccc(NC(=O)Nc2ccc3c(c2)C(=O)N([C@@H](C)CO)C[C@H](C)[C@@H](CN(C)Cc2ccc(Oc4ccccc4)cc2)O3)cc1 was read as NSD2 inh 0.
`COCC(=O)N(C)C[C@H]1Oc2cc(C#Cc3ccccc3)ccc2S(=O)(=O)N([C@@H](C)CO)C[C@H]1C` gave NSD2 inh -2.
C[C@H]1CN([C@@H](C)CO)C(=O)c2cc(C#CCc3ccccc3)cnc2O[C@@H]1CN(C)C(=O)Cc1cccnc1 was read as NSD2 inh 5.
For C[C@@H]1CN([C@@H](C)CO)C(=O)c2cc(NC(=O)Nc3ccc4c(c3)OCO4)ccc2O[C@@H](C)CCCCO[C@H]1CN(C)Cc1ccncc1 the results were NSD2 inh -1.
`C[C@H]1CN([C@@H](C)CO)C(=O)c2cc(C#Cc3cccnc3)cnc2O[C@H]1CN(C)Cc1ccccc1` gave NSD2 inh 17.

Pulled one by one from the entries so far:
COc1ccc(NC(=O)Nc2ccc3c(c2)C(=O)N([C@@H](C)CO)C[C@H](C)[C@@H](CN(C)Cc2ccc(Oc4ccccc4)cc2)O3)cc1 was read as NSD2 inh 0.
For Cc1noc(C)c1S(=O)(=O)Nc1ccc2c(c1)C(=O)N([C@H](C)CO)C[C@@H](C)[C@@H](CN(C)C(=O)Nc1ccccc1)OCCCC[C@@H](C)O2 the results were NSD2 inh 2.
Screening O=C(C[C@H]1C[C@@H]2c3cc(NC(=O)C4CCC4)ccc3O[C@@H]2[C@@H](CO)O1)NCc1cccc(F)c1 returned NSD2 inh -3.
`COCC(=O)N(C)C[C@H]1Oc2cc(C#Cc3ccccc3)ccc2S(=O)(=O)N([C@@H](C)CO)C[C@H]1C` gave NSD2 inh -2.
For C[C@H]1CN([C@@H](C)CO)C(=O)c2cccc(NC(=O)Nc3cccc4ccccc34)c2O[C@H]1CN(C)C(=O)Nc1ccc(C(F)(F)F)cc1 the results were NSD2 inh -5.
For CC1=C(/C=C/C(C)=C/C=C/C(C)=C\C(=O)O)C(C)(C)CCC1 the results were NSD2 inh -1.
Screening Cc1ccc(S(=O)(=O)Nc2ccc3c(c2)CC(=O)N([C@@H](C)CO)C[C@H](C)[C@H](CN(C)Cc2ccc(C(F)(F)F)cc2)O3)cc1 returned NSD2 inh -5.

The list continues:
Screening C[C@@H]1CN([C@H](C)CO)C(=O)c2cc(-c3cccc(C#N)c3)cnc2O[C@@H]1CN(C)Cc1cccnc1 returned NSD2 inh -139.
Screening C[C@@H]1CN([C@H](C)CO)C(=O)c2cc(NS(=O)(=O)c3cn(C)cn3)ccc2O[C@@H](C)CCCCO[C@@H]1CN(C)C returned NSD2 inh -3.
`O=C(N[C@H](COC(=O)[C@H](Cc1ccccc1)NC(=O)c1ccccc1)Cc1ccccc1)c1ccccc1` gave NSD2 inh 0.
`Cc1noc(C)c1S(=O)(=O)Nc1ccc2c(c1)C(=O)N([C@@H](C)CO)C[C@@H](C)[C@@H](CN(C)Cc1ccccc1)O2` gave NSD2 inh 2.
Screening C[C@H](CO)N1C[C@H](C)[C@H](CN(C)Cc2cccc(F)c2)Oc2cc(-c3ccc(F)cc3)ccc2S1(=O)=O returned NSD2 inh 6.
Screening Cc1noc(C)c1S(=O)(=O)N(C)C[C@H]1OCCCC[C@@H](C)Oc2ccc(NC(=O)CCC(F)(F)F)cc2C(=O)N([C@@H](C)CO)C[C@H]1C returned NSD2 inh -6.
Screening C[C@@H]1CN([C@H](C)CO)C(=O)c2cccc(NC(=O)c3ccncc3)c2O[C@H]1CN(C)C returned NSD2 inh 0.
C[C@@H]1CCCCO[C@H](CN(C)Cc2ccncc2)[C@@H](C)CN([C@@H](C)CO)C(=O)c2cc(NC(=O)c3ccncc3)ccc2O1 was read as NSD2 inh -3.
`O=C(O)C[C@H]1C[C@H]2c3cc(NC(=O)Nc4ccc(C(F)(F)F)cc4)ccc3O[C@H]2[C@H](CO)O1` gave NSD2 inh 5.
For C[C@@H]1CN([C@@H](C)CO)C(=O)Cc2cc(NC(=O)c3ccncc3)ccc2O[C@@H]1CN(C)C(=O)Nc1ccccc1 the results were NSD2 inh -2.
Screening COc1ccc(Br)cc1/C=N/NC(=O)c1cccc(C(=O)NO)c1 returned NSD2 inh 6.
For COc1ccccc1NC(=O)N[C@H]1CC[C@H](CC(=O)NCc2ccc(Cl)c(Cl)c2)O[C@H]1CO the results were NSD2 inh -58.
For COc1ccc(NC(=O)N(C)C[C@H]2Oc3ccc(NC(=O)Nc4ccc5c(c4)OCO5)cc3C(=O)N([C@H](C)CO)C[C@@H]2C)cc1 the results were NSD2 inh 2.
Screening CC(=O)N(C)C[C@H]1Oc2ncc(C#Cc3ccccc3F)cc2C(=O)N([C@H](C)CO)C[C@@H]1C returned NSD2 inh inconclusive.
C[C@H](CO)N1C[C@H](C)[C@@H](CN(C)C(=O)Nc2ccc3c(c2)OCO3)Oc2ccc(NC(=O)Cc3cn(C)c4ccccc34)cc2C1=O was read as NSD2 inh 0.
`C[C@@H]1CN([C@@H](C)CO)C(=O)c2cc(NC(=O)NC3CCCCC3)ccc2O[C@H]1CN(C)C(=O)Nc1ccccc1` gave NSD2 inh 4.
C[C@@H]1CN([C@@H](C)CO)S(=O)(=O)c2ccc(C#CCC3CCCC3)cc2O[C@H]1CN(C)Cc1ccc(C(=O)O)cc1 was read as NSD2 inh 12.
Screening C[C@H](CO)N1C[C@H](C)[C@H](CN(C)CC2CC2)Oc2c(NC(=O)C3CCCCC3)cccc2C1=O returned NSD2 inh 0.
For C[C@@H]1CN([C@@H](C)CO)C(=O)Cc2cc(NC(=O)c3ccncc3)ccc2O[C@H]1CN(C)S(=O)(=O)c1ccc(Cl)cc1 the results were NSD2 inh 7.
Cc1noc(C)c1S(=O)(=O)Nc1ccc2c(c1)C(=O)N([C@@H](C)CO)C[C@@H](C)[C@@H](CN(C)S(=O)(=O)c1c(C)noc1C)O2 was read as NSD2 inh 3.
`C[C@H](CO)N1C[C@H](C)[C@H](CN(C)Cc2ccccc2)Oc2c(NC(=O)c3nc4ccccc4s3)cccc2C1=O` gave NSD2 inh -2.
Screening O=C(O)C[C@H]1CC[C@@H](NC(=O)c2ccccc2F)[C@@H](CO)O1 returned NSD2 inh -4.
`COc1ccc(C#Cc2ccc3c(c2)[C@]2(C(=O)N3)[C@H](C(=O)NC[C@H](O)c3ccccc3)[C@H]3C(=O)O[C@H](c4ccccc4)[C@H](c4ccccc4)N3[C@@H]2c2ccc(OCCO)cc2)cc1` gave NSD2 inh -5.
COC(=O)CCCCCCC(=O)N/N=C/c1cccc(OCCO)c1 was read as NSD2 inh 1.
Screening COCC(=O)O[C@]1(CCN(C)CCCc2nc3ccccc3[nH]2)CCc2cc(F)ccc2[C@@H]1C(C)C returned NSD2 inh 18.
`C[C@H]1CN([C@@H](C)CO)C(=O)c2cc(/C=C/c3ccccc3)cnc2O[C@H]1CN(C)C(=O)C1CCC1` gave NSD2 inh 2.
Screening CCC(=O)N(C)C[C@@H]1Oc2ncc(C#Cc3cccnc3)cc2C(=O)N([C@H](C)CO)C[C@H]1C returned NSD2 inh -175.
For COc1cccc(S(=O)(=O)N(C)C[C@@H]2Oc3cc(C#CCN(C)C)ccc3S(=O)(=O)N([C@@H](C)CO)C[C@H]2C)c1 the results were NSD2 inh 1.
For C[C@H](CO)N1C[C@H](C)[C@H](CN(C)S(=O)(=O)c2ccc(F)cc2)Oc2ncc(-c3ccc(F)cc3)cc2C1=O the results were NSD2 inh 4.
`C[C@@H]1CN([C@@H](C)CO)C(=O)Cc2cc(NC(=O)Nc3ccc4c(c3)OCO4)ccc2O[C@H]1CN(C)C(=O)Nc1ccc(F)cc1` gave NSD2 inh -1.
For CC(C)NC(=O)N(C)C[C@H]1OCCCC[C@@H](C)Oc2ccc(NC(=O)CCCN(C)C)cc2C(=O)N([C@@H](C)CO)C[C@H]1C the results were NSD2 inh -1.
